Bim-Bfl-1: human Bim-Bfl-1 interaction inhibition; Q16548; Bead-based flow cytometry, Bim-Bfl-1 binding inhibition; inhibition, % at 10 µM; 190,000 compounds, 0.12% hits; AID 1008;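 further: 0% = wells without compound plus tracer and 100% = blocker peptide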
Bcl-W Bim block: inhibitors of Bim-Bcl-W interaction, human. 190,000 compounds, 0.02% hits. inhibition, % at 10 µM. Q92843. bead-based flow cytometry, Bim peptide-Bcl-W binding;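 further: 0% = bound tracer without compound and 100% = peptide blocker; higher means less fluorescent Bim peptide bound to Bcl-W beads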
Bim-Bcl-XL: human Bim-Bcl-XL interaction inhibition; Bim peptide-Bcl-XL binding, bead flow cytometry, fluorescence; 190,000 compounds, 0.04% hits; Q07817; inhibition, % at 10 µM
Target sequence (Q07817 whole entry, looked up): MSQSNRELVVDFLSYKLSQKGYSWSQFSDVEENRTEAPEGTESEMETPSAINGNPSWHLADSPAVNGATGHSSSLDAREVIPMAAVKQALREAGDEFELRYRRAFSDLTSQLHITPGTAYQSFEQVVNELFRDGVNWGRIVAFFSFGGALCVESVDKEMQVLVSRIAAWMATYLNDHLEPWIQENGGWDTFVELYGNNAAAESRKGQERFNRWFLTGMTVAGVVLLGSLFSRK
GSH fluor: GSH bead compound fluorescence profile | GSH beads flow cytometry, compound fluorescence 488/530 nm; stronger effect = higher value | AID 1776 | fluorescence (KMESF) at 10 µM | 190,000 compounds, 0.25% hits; in the data active means fluorescence above about 89;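 further: glutathione beads carrying GST-tagged Bcl family fusion proteins plus one bare bead set; values are compound well signal with DMSO vehicle wells as background; inactives centre near 16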
RGS7-Gao: modulates binding of RGS7 to human Galphao. 220,000 compounds, 0.35% hits. Multiplexed bead flow cytometry; actives lie on both sides. binding response (% of control), % at 10 µM; in the data active means binding response below about 49% or above about 150%; inconclusive means no clear call, values can overlap the other calls; inactive means in between;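 further: fluorescent Galphao held in activated GDP-AlF4 state binding bead-coupled RGS7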
Bim-Bcl-B: inhibitors of Bim-Bcl-B interaction, human; Q9HD36; bead-based flow cytometry, Bim peptide-Bcl-B binding; inhibition, % at 10 µM; 190,000 compounds, 0.073% hits; AID 951;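 further: 0% = tracer peptide without compound and 100% = reference inhibitor peptide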
Target sequence (Q9HD36 whole entry, looked up): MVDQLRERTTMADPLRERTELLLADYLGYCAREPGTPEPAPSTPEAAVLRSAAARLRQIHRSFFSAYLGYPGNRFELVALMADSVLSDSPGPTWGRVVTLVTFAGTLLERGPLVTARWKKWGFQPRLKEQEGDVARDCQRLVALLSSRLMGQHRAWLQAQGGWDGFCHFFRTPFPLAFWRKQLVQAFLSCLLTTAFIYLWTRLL
Mcl-1 Bim block: inhibitors of Bim-Mcl-1 interaction, human; AID 1009; Q07820; 190,000 compounds, 0.1% hits; inhibition, % at 10 µM; Bead-based flow cytometry, Bim peptide-Mcl-1 binding;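 further: 0% = no compound tracer wells and 100% = peptide blocker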
Target sequence (Q07820 whole entry, looked up): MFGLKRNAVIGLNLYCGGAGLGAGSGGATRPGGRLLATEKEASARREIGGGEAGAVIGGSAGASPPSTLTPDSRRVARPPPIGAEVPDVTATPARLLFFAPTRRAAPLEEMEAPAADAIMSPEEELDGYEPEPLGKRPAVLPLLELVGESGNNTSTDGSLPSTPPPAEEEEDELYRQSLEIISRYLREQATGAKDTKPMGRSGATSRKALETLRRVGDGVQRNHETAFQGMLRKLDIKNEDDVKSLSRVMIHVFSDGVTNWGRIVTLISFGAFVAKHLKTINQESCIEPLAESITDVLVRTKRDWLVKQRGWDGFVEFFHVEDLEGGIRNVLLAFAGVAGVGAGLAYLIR
RGS4-Gao reg: modulates binding of RGS4 to human Galphao | P09471 | Multiplexed bead flow cytometry; actives lie on both sides | binding response (% of control), % at 10 µM | 220,000 compounds, 0.33% hits | AID 1415; in the data active means binding response below about 49% or above about 150%; inactive means in between;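 further: fluorescent Galphao activated with aluminum fluoride binding bead-coupled RGS4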
RGS8-Gao: modulates binding of RGS8 to human Galphao. AID 1423. response (percent of control binding), % at 10 µM. multiplexed bead flow cytometry; actives lie on both sides. 220,000 compounds, 0.34% hits; in the data active means response below about 60% or above about 140%; inactive means in between;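 further: Galphao activated as the GDP aluminium fluoride complex binding bead-coupled RGS8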
Mcl1-Bid inh: Mcl-1/Bid interaction inhibition; AID 1021; 220,000 compounds, 0.97% hits; inhibition, % at 21.7 µM; Q07820; TR-FRET Mcl-1/Bid-Dy647 peptide binding, 1536-well;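 active means compounds that cut the binding signal by more than half at the single screening dose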;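 further: His-tagged Mcl-1 with europium anti-His antibody binding Bid BH3 peptide; 0% = Mcl-1 plus peptide wells and 100% = peptide-only wells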
Bcl-2 Bim block: inhibitors of Bim-Bcl-2 interaction, human; P10415; Bead-based flow cytometry, Bim peptide-Bcl-2 binding; inhibition, % at 10 µM; 190,000 compounds, 0.06% hits; AID 950; in the data active means inhibition above about 40%; inconclusive means no clear call, values can overlap the other calls;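 further: 0% = no compound wells with probe peptide and 100% = reference peptide inhibitor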
Target sequence (P10415 whole entry, looked up): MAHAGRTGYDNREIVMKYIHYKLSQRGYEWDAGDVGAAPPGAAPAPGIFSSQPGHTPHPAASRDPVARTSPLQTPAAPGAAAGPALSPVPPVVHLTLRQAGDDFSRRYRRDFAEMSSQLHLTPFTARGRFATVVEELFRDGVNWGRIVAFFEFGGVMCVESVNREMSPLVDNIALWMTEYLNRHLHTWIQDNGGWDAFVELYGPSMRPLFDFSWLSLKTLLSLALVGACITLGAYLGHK
* marks the source's active call; other numbers are inactive results; u = inconclusive; x = not tested or not shown. Unless noted, no stated cut-off is given here; in the data, active means inhibition above about 40%.

#1 CC1C=CCC2C(=O)N(c3cccc(C(=O)N4CCN(c5ccc(F)cc5)CC4)c3)C(=O)C12 (stereo not drawn)
#2 Cc1cc(C)cc(S(=O)(=O)c2cnc3ccccc3n2)c1
#3 CC(C)C(=O)Nc1ccc(Sc2ccc(F)cc2)cc1
#4 CCC1CCCCN1C(=O)CN1C(=O)CSC1=O (stereo not drawn)
#5 Cc1ccc(NC(=O)Cn2nnc(-c3ccccc3NC(=O)c3cccs3)n2)cc1
#6 Cc1cccc(-c2cc3nc(-c4ccccc4)cc(N4CCC5(CC4)OCCO5)n3n2)c1
#7 CCn1cc(CNc2nc3nonc3nc2N2CCCCC2)cn1
#8 COc1ccc(/C=C/C(=O)c2ccc(Cl)s2)cc1O
assay / entry,1,2,3,4,5,6,7,8
Bim-Bfl-1,-3,-2,-5,-7,-10,2,-3,-8
Bcl-W Bim block,-4,-2,-4,1,2,2,-2,5
Bim-Bcl-XL,-5,-2,-7,-2,1,-1,-5,-5
GSH fluor,9,16,16,16,32,16,18,62
RGS7-Gao,103,100,95,108,106,103,98,101
Bim-Bcl-B,-5,-2,0,-9,-4,0,-7,-8
Mcl-1 Bim block,0,0,-6,1,0,3,-7,0
RGS4-Gao reg,108,101,94,101,108,100,101,100
RGS8-Gao,105,104,87,106,102,105,98,105
Mcl1-Bid inh,-7,9,5,16,-5,-4,-34,-28
Bcl-2 Bim block,-4,-1,-1,-3,-11,0,0,-2

#9 Cc1ccc(NC(=O)CCCCCNS(=O)(=O)c2ccc(C)cc2)cc1
#10 Cc1nc2ccccc2c2oc(C(=O)N3CCC(N4CCCCC4)CC3)cc12
#11 O=C1CCSc2ccc(Cl)cc2N1Cc1ccccc1
#12 O=C1C(=Cc2ccco2)C(=O)c2ccccc21
#13 CCC(C)NC(=O)CNS(=O)(=O)c1ccc(C)cc1 (stereo not drawn)
#14 COc1cc(/C=C/C(=O)OCC(=O)NCCc2ccccc2)cc(OC)c1OC
#15 O=C(NC1CC2CCCC(C1)N2C(=O)NCc1ccccc1)C1CC1 (stereo not drawn)
#16 Cc1cc2c(c(=O)n1CCN(C)C)C(c1ccccc1Br)C(C#N)=C(N)O2 (stereo not drawn)
assay / entry,9,10,11,12,13,14,15,16
Bim-Bfl-1,-3,-7,-3,7,-2,-6,-14,-10
Bcl-W Bim block,-4,5,-2,2,-2,2,0,1
Bim-Bcl-XL,-8,0,-8,-1,-1,0,-4,-1
GSH fluor,10,20,24,3,15,10,50,17
RGS7-Gao,100,108,96,99,95,u,95,100
Bim-Bcl-B,-8,-5,-10,-3,0,0,-42,-5
Mcl-1 Bim block,-5,0,-4,0,0,0,-149,0
RGS4-Gao reg,101,111,98,96,101,105,89,105
RGS8-Gao,103,108,98,101,103,102,91,102
Mcl1-Bid inh,-3,2,-6,-50,0,-4,-22,-57
Bcl-2 Bim block,-6,-1,-1,7,-2,-7,-21,-5

From entry 7 as far as 15, as listed above:
#7 CCn1cc(CNc2nc3nonc3nc2N2CCCCC2)cn1
#8 COc1ccc(/C=C/C(=O)c2ccc(Cl)s2)cc1O
#9 Cc1ccc(NC(=O)CCCCCNS(=O)(=O)c2ccc(C)cc2)cc1
#10 Cc1nc2ccccc2c2oc(C(=O)N3CCC(N4CCCCC4)CC3)cc12
#11 O=C1CCSc2ccc(Cl)cc2N1Cc1ccccc1
#12 O=C1C(=Cc2ccco2)C(=O)c2ccccc21
#13 CCC(C)NC(=O)CNS(=O)(=O)c1ccc(C)cc1 (stereo not drawn)
#14 COc1cc(/C=C/C(=O)OCC(=O)NCCc2ccccc2)cc(OC)c1OC
#15 O=C(NC1CC2CCCC(C1)N2C(=O)NCc1ccccc1)C1CC1 (stereo not drawn)
assay / entry,7,8,9,10,11,12,13,14,15
Bim-Bfl-1,-3,-8,-3,-7,-3,7,-2,-6,-14
Bcl-W Bim block,-2,5,-4,5,-2,2,-2,2,0
Bim-Bcl-XL,-5,-5,-8,0,-8,-1,-1,0,-4
GSH fluor,18,62,10,20,24,3,15,10,50
RGS7-Gao,98,101,100,108,96,99,95,u,95
Bim-Bcl-B,-7,-8,-8,-5,-10,-3,0,0,-42
Mcl-1 Bim block,-7,0,-5,0,-4,0,0,0,-149
RGS4-Gao reg,101,100,101,111,98,96,101,105,89
RGS8-Gao,98,105,103,108,98,101,103,102,91
Mcl1-Bid inh,-34,-28,-3,2,-6,-50,0,-4,-22
Bcl-2 Bim block,0,-2,-6,-1,-1,7,-2,-7,-21

Next part:
#17 CCOC(=O)c1c(NC(=O)Cn2cnc([N+](=O)[O-])n2)sc(C)c1C
#18 CC(=Nc1cc(C(=O)c2ccccc2)ccc1N)C1=C(O)CC(C)(C)CC1=O
#19 CCOc1ccc(/C=C(\C#N)C(=O)NCC2CCCO2)cc1OCC (stereo not drawn)
#20 CCOC(=O)C1(Cc2cccc(F)c2)CCN(C(=O)Cc2cccnc2)CC1
#21 Cc1cc(C)n(-c2nnc(N3CCN(c4ccc(F)cc4)CC3)nn2)n1
#22 O=C(CSc1ncccn1)Nc1ccc(N2CCOCC2)cc1
#23 CCN1CCN(C(=S)Nc2ccccc2Cl)CC1
#24 O=C(Nc1ccccc1F)c1ccco1
assay / entry,17,18,19,20,21,22,23,24
Bim-Bfl-1,7,-4,3,-6,3,-21,-6,-1
Bcl-W Bim block,-1,-4,2,0,0,-3,1,-2
Bim-Bcl-XL,-1,-2,0,-3,0,-11,-5,-5
GSH fluor,12,13,3,18,13,28,38,18
RGS7-Gao,99,99,91,92,u,96,95,x
Bim-Bcl-B,-2,-5,0,-3,0,-7,-8,-1
Mcl-1 Bim block,-1,-5,4,1,0,-4,-3,0
RGS4-Gao reg,99,100,94,96,102,98,97,x
RGS8-Gao,96,102,77,97,108,98,99,x
Mcl1-Bid inh,-19,-36,0,-52,-12,-14,-32,-3
Bcl-2 Bim block,3,-1,4,0,1,-12,-6,-6

#25 Oc1ccc(Cl)cc1CNc1ccc(Br)cn1
#26 CCCNC(=S)N1CCC(NC(=O)C23CC4CC(CC(C4)C2)C3)CC1
#27 COc1ccc(NC(=O)Cc2c(C(=O)O)n(C)c3ccccc23)cc1OC
#28 CNC(=O)c1ccccc1NC(=O)C1CC(=O)N(c2ccc(OC)cc2)C1 (stereo not drawn)
#29 O=C(Nc1ccc(Cc2ccncc2)cc1)C1CCC(N2C(=O)C3C4C=CC(C5CC45)C3C2=O)CC1 (stereo not drawn)
#30 CCC(CC)c1nnc(NC(=O)/C=C/c2ccco2)s1
#31 Cc1cc(C)n(CCNC(=O)CC2C(=O)NCCN2Cc2ccccc2C(F)(F)F)n1 (stereo not drawn)
#32 CCCCn1c(CN2CCN(C(=O)OCC)CC2)nc2c1c(=O)n(C)c(=O)n2C
assay / entry,25,26,27,28,29,30,31,32
Bim-Bfl-1,-7,0,-5,-3,-10,-14,-3,-1
Bcl-W Bim block,1,-4,0,1,0,-11,1,-1
Bim-Bcl-XL,-3,-5,-2,-1,-8,-8,-6,1
GSH fluor,21,13,14,14,16,15,16,9
RGS7-Gao,97,110,93,99,101,94,97,99
Bim-Bcl-B,-9,-13,-2,-2,-8,-13,-3,-1
Mcl-1 Bim block,0,-1,-2,-1,-2,-11,-1,1
RGS4-Gao reg,103,107,101,102,100,94,102,99
RGS8-Gao,105,108,100,100,100,97,100,99
Mcl1-Bid inh,-17,-23,-39,-2,10,-17,-26,-40
Bcl-2 Bim block,-7,-1,-2,-1,-7,-9,-4,1

#33 O=C(c1ccco1)N1N=C(c2cccs2)CC1c1ccc(F)cc1 (stereo not drawn)
#34 CN1CCCN(c2ccc([N+](=O)[O-])cc2)CC1
#35 O=C(COc1ccc(-c2ccccc2)cc1)N1CCN(C(=O)c2cccs2)CC1
#36 O=C1N(Cc2cccc(Cl)c2)C[C@@H]2C[C@@H](c3cccn3-c3cccnc3)N3CCC[C@@]123
#37 Cc1ccc2cc(C#N)c(N3CCCC3)nc2c1C
#38 Cc1ccc2nc3c(cc(C(=O)NCc4ccco4)c(=N)n3Cc3ccco3)c(=O)n2c1
#39 Cc1ccc(CC2SC(=O)NC2=O)cc1Cl (stereo not drawn)
#40 Cc1cccc(N/C=C/c2onc(C)c2[N+](=O)[O-])c1
assay / entry,33,34,35,36,37,38,39,40
Bim-Bfl-1,-1,-3,-3,-3,0,5,-15,-14
Bcl-W Bim block,0,-5,-1,1,0,0,-2,0
Bim-Bcl-XL,0,-4,0,0,0,-1,-6,-2
GSH fluor,15,10,14,12,32,11,21,40
RGS7-Gao,105,98,101,99,96,95,97,99
Bim-Bcl-B,2,-3,-5,1,-9,-1,-7,-5
Mcl-1 Bim block,-1,-3,2,0,2,-1,-6,0
RGS4-Gao reg,102,98,100,99,98,98,100,101
RGS8-Gao,105,100,100,96,99,99,99,100
Mcl1-Bid inh,6,-16,6,-38,x,-31,23,13
Bcl-2 Bim block,0,-9,2,-1,1,-1,-13,-7

#41 CC(Sc1ccccn1)C(=O)Nc1ccc(S(N)(=O)=O)cc1 (stereo not drawn)
#42 CCC(C)N(CC(=O)NCc1ccc(OC)cc1)C(=O)c1csnn1 (stereo not drawn)
#43 COc1ccc(C(C)=O)cc1COC(=O)CNC(=O)c1ccc(F)cc1
#44 CCC(=O)n1nc(-c2ccccc2)nc1NCc1ccccc1
#45 O=C(CN1C(=O)NC(c2ccccc2)(c2ccccc2)C1=O)c1c[nH]c2ccccc12
#46 Cc1cccc(N=CC=C2OC(C)(C)C(C)(C)O2)c1
#47 Cc1nccn1CC(O)COC1CCCCC1 (stereo not drawn)
#48 C(=N\N1CCN(c2ccccn2)CC1)/C1=C(N2CCOCC2)C(=C/c2ccccc2)/CC1
assay / entry,41,42,43,44,45,46,47,48
Bim-Bfl-1,-2,-10,0,-13,-2,-7,-9,1
Bcl-W Bim block,-1,-1,-7,0,4,-1,2,2
Bim-Bcl-XL,-2,-7,-8,-3,2,-4,-1,0
GSH fluor,25,37,16,26,11,10,35,14
RGS7-Gao,97,101,104,90,u,96,87,99
Bim-Bcl-B,-3,-10,-5,-9,-3,-3,0,-2
Mcl-1 Bim block,-2,-2,-20,-1,1,-4,0,1
RGS4-Gao reg,100,97,100,93,100,102,82,97
RGS8-Gao,102,101,96,94,99,101,91,97
Mcl1-Bid inh,-8,-9,-18,-5,-5,-7,62*,-4
Bcl-2 Bim block,0,-7,4,-10,-2,0,0,0

#49 CC(C)N(C(C)C)S(=O)(=O)c1ccc(Cl)nc1
#50 Oc1c(N=Nc2ccccn2)ccc2ccccc12
#51 CC(C)OCCCNC(=O)c1sc(=S)n(C)c1N
#52 O=C(Nn1c(-c2ccccc2)nc2ccccc2c1=O)C1CCC1
#53 COc1ccc(-c2cc(C(=O)Nc3c(C)nn(Cc4ccc(Cl)cc4)c3C)no2)cc1
#54 O=C(CSc1ncccc1C(=O)O)NCCC1=CCCCC1
#55 CCOc1ccc(C(=O)NC(=S)Nc2ncccc2C)cc1[N+](=O)[O-]
#56 CC/C(=N\O)c1ccc(O)c(OC)c1
assay / entry,49,50,51,52,53,54,55,56
Bim-Bfl-1,-3,1,1,-3,0,-2,-11,0
Bcl-W Bim block,-4,5,0,1,0,0,-2,0
Bim-Bcl-XL,-4,13,-1,0,-1,0,-4,-1
GSH fluor,19,21,22,24,49,5,11,7
RGS7-Gao,99,102,102,104,135,100,101,82
Bim-Bcl-B,-5,-19,-2,0,4,0,-7,0
Mcl-1 Bim block,0,7,-1,-7,-1,0,0,0
RGS4-Gao reg,100,105,102,97,146,102,101,69
RGS8-Gao,98,102,100,105,111,100,101,91
Mcl1-Bid inh,-19,-80,-70,-8,-8,-14,-32,-82
Bcl-2 Bim block,0,5,0,-1,1,-5,-3,-3
